# High-throughput results: PubChem BioAssay, The Scripps Research Institute Molecular Screening Center
# SRC1 TRFRET art: flags TR-FRET format artefacts in PPARgamma SRC-1 recruitment agonist screen; TR-FRET detection artefact counter-screen, emission ratio; stronger effect = higher value; TR-FRET ratio at 8 µM; 0.34% of 99,000 active; in the data active means TR-FRET ratio above about 2300; further: inactives centre near 1800; reference of the scale not given here
# SRC3 TRFRET art: counter-screen for PPARgamma SRC-3 recruitment agonists: TR-FRET artefact; 0.39% of 99,000 active; PPARgamma/SRC-3 format; stronger effect = higher value; TR-FRET ratio at 8 µM; in the data active means TR-FRET ratio above about 2000; further: inactives centre near 1600; reference of the scale not given here
# Active calls of the source: *. This is a subset, so the mix of outcomes need not match the whole.
SMILES,SRC1 TRFRET art,SRC3 TRFRET art
C/C(=N\O)C(C)NC(=O)c1ccccc1 (stereo not drawn),1618,1415
CCOC(=O)C1=C(C)N(CCCC(=O)O)C(=O)NC1c1ccc(OC)cc1 (stereo not drawn),1343,1347
COc1ccc(CCNC(=O)CSc2cn(Cc3ccccc3)c3ccccc23)cc1OC,1747,1734
O=C(/C=C/c1cccc([N+](=O)[O-])c1)NCCc1ccc(F)cc1,1616,1608
COc1cc(CNCC2CCCO2)ccc1OCC(N)=O (stereo not drawn),1710,1625
Cc1c(NC2=CC(=O)CCC2)c(=O)n(-c2ccccc2)n1C,1429,1592
CC(=O)Nc1ccc(OC(=O)c2cc3cc(Br)cc(Br)c3oc2=O)cc1,1777,1379
CC(C)c1cc(NC(=O)c2ccccc2)cc(C(C)C)c1O,1985,1673
COc1cc(/C=C/C(=O)O)cc(S(=O)(=O)Nc2ccccc2Cl)c1OC,1744,1571
CC(=O)Nc1ccc(/C=N/NC(=O)c2cccc(S(=O)(=O)N3CCOCC3)c2)cc1,1652,1548
O=C(COC(=O)CSc1ccc2ccccc2c1)NC1CC1,1801,1441
CCc1nc2ccccc2n1CC(=O)N1CCN(Cc2ccccc2)CC1,1736,1593
CC(=O)C1=C(C)NC2(O)c3ccccc3C(=O)C12O (stereo not drawn),1503,1696
Cc1ccc(NC(=O)COC(=O)CNC(=O)c2ccc(Br)cc2)c(C)c1,1766,1438
COCCn1c(C)cc(C(=O)COc2ncnc3ccc(Br)cc23)c1C,1771,1363
O=C(COC(=O)c1ccncc1)c1ccccc1,1896,1620
COc1ccc(CCNC(=O)c2cccs2)cc1OC,2037,1598
O=C(C1=C[C@H](c2ccccc2)C[C@H](OCc2ccc(CO)cc2)O1)N1CCOCC1,1506,1629
O=C(O)c1ccc(/C=N/NC(=S)NC2CCCCC2)cc1,1682,1580
O=C(O)CSc1nnc(COc2cccc3ccccc23)n1Cc1ccccc1,1666,1575
CCOc1cc(/C=N/NC(=O)c2cccnc2)cc(Br)c1OCC(N)=O,1971,1387
Cc1cc(NC(=O)c2sc(Nc3ccc(F)c(Cl)c3)nc2N)no1,1623,1671
CS(=O)(=O)N1CCN(CC(=O)NC2CCCCC2)CC1,1670,1369
COC(=O)C1=C(C)N(c2ccc(C)c(C)c2)/C(=C/c2ccc(O)cc2)C1=O,1757,1754
Clc1ccc(-n2nnc(-c3cccnc3)n2)cc1Cl,1585,1501
Cc1nc(C)c(-c2csc(Nc3ccc(F)cc3)n2)s1,1857,1748
CCN(CC)C(=O)CN(C#N)c1nc(OC)nc(N(C)C)n1,1757,1465
CN(C)c1ccc(S(=O)(=O)NCC(=O)OCC(=O)Nc2cc(Cl)cc(Cl)c2)cc1[N+](=O)[O-],1990,1758
COc1ccc2c(c1)C(C)=CC(C)(C)N2S(=O)(=O)c1ccc(Br)cc1,1832,1611
O=C(CN1CCOCC1)N/N=C/c1ccco1,2038,1648
COc1ccccc1C(=O)NCCc1c(C)[nH]c2c(C)ccc(F)c12,1904,1491
CC(=O)N1N=C(c2ccccc2)OC12CCCC2,1874,1652
COCCNC(=O)/C(C#N)=C/c1ccc(O)c([N+](=O)[O-])c1,1702,1678
CCOc1ccc2nc(/N=C/c3c(C)[nH]n(-c4ccc(C)cc4)c3=O)sc2c1,1681,1433
COC(=O)C1=C(C)NC2=C(C(=O)CCC2)C1c1coc2ccccc2c1=O (stereo not drawn),1654,1442
O=C(/C=C(\c1ccccc1)n1cncn1)c1ccccc1,1567,1498

# The closing six compounds of the part before come first, to join the parts:
SMILES,SRC1 TRFRET art,SRC3 TRFRET art
COc1ccccc1C(=O)NCCc1c(C)[nH]c2c(C)ccc(F)c12,1904,1491
CC(=O)N1N=C(c2ccccc2)OC12CCCC2,1874,1652
COCCNC(=O)/C(C#N)=C/c1ccc(O)c([N+](=O)[O-])c1,1702,1678
CCOc1ccc2nc(/N=C/c3c(C)[nH]n(-c4ccc(C)cc4)c3=O)sc2c1,1681,1433
COC(=O)C1=C(C)NC2=C(C(=O)CCC2)C1c1coc2ccccc2c1=O (stereo not drawn),1654,1442
O=C(/C=C(\c1ccccc1)n1cncn1)c1ccccc1,1567,1498
CN1CCN(C(=O)/C=C/c2cn(-c3ccccc3)nc2-c2ccc3c(c2)OCCO3)CC1,1847,1626
CC(C)[C@H](NC(=O)c1ccco1)C(=O)OCC(=O)c1ccc2c(c1)NC(=O)CO2,1770,1606
CCN(CCn1cccn1)C(=O)CCc1nnc(C2(c3ccc(Cl)cc3)CCC2)o1,1821,1638
Cc1c(C(=O)NCc2ccco2)sc2nc(-c3ccccc3)cn12,1994,1937
CCOC(=O)C(Cc1ccc(OC)c([N+](=O)[O-])c1)NC(=O)CCC(=O)Nc1ccc(OC)cc1 (stereo not drawn),1688,1476
O=C(O)C1Nc2c(O)cccc2C2C=CCC12 (stereo not drawn),1733,1658
COc1ccc(C(=O)/C=C/c2ccc(OC)c(Cn3nnc4ccccc43)c2)cc1,1614,1513
Cc1ccc(-c2cc(=O)c3cc(F)ccc3[nH]2)cc1,1654,1578
Cc1ccc(CS(=O)(=O)CCC(=O)NCCC2=CCCCC2)cc1,1916,1869
COc1ccc(CCNC(=O)CO/N=C/c2cc3c(cc2Br)OCO3)cc1OC,1713,1433
O=C(NNC(=O)C1CCN(S(=O)(=O)c2cccc(C(F)(F)F)c2)CC1)C1CC1,1497,1562
O=C(O)CCCNS(=O)(=O)/C=C/c1ccccc1,1753,1378
NCCOc1ccc(C2CCCCC2)cc1,1716,1515
CCN(CC)CCOC(=O)c1ccc(Cl)cc1Cl,1750,1534
CC1CCCCC1NC(=O)CN1C(=O)c2cccc(N)c2C1=O (stereo not drawn),1524,1255
Cc1ccc(-c2csc(NC(=O)CSc3nc4ccccc4[nH]3)n2)cc1,1732,1495
CCCCCCNC1=NCCS1,1907,1590
COC(=O)c1ccc2c(=O)n(CCCCCC(=O)O)c(=S)[nH]c2c1,1905,1542
Cc1[nH]c2ccccc2c1C(=O)COC(=O)Cn1c(C(F)(F)F)nc2ccccc21,1882,1804
Cc1c(CCOC(=O)CC23CC4CC(CC(C)(C4)C2)C3)sc[n+]1CC(=O)c1ccccc1,1759,1677
O=C(COC(=O)C1=COCCO1)Nc1ccccc1,1811,1569
O=C(Nc1nc2ccccc2s1)c1ccc(N2CCCCC2)c([N+](=O)[O-])c1,1989,1502
COc1ccc(Cn2nnnc2C(c2ccccc2Cl)N2CCN(C)CC2)cc1 (stereo not drawn),1641,1770
Cc1nc(NC(=O)/C=C/c2ccccc2)sc1C(=O)N1CCCCC1,1836,1708

# As entered above.
# Under SRC1 TRFRET art, O=C(Nc1nc2ccccc2s1)c1ccc(N2CCCCC2)c([N+](=O)[O-])c1 has 1989
# Under SRC1 TRFRET art, CCN(CC)CCOC(=O)c1ccc(Cl)cc1Cl has 1750
# Under SRC1 TRFRET art, CCCCCCNC1=NCCS1 has 1907
# Under SRC1 TRFRET art, NCCOc1ccc(C2CCCCC2)cc1 has 1716

# Further results.
SMILES,SRC1 TRFRET art,SRC3 TRFRET art
CNC(=O)c1sc(=S)n(-c2ccc(OC)cc2)c1N,1587,1707
CCN(CC)S(=O)(=O)c1cc(NS(=O)(=O)c2cccc(Cl)c2)ccc1C,1551,1662
O=C(O)C1=C[C@@H](C2CCCCC2)C[C@@H](OCc2ccc(CO)cc2)O1,1620,1436
COc1cc(/C(C)=N/NC(=O)C(O)(c2ccccc2)c2ccccc2)ccc1O,1898,1571
C=C(C)C(=O)Nc1nnc(-c2cccs2)s1,1951,1791
Cc1cccc(NC(=S)NC2CCCCCC2)c1C,1904,1516
Cn1c(=O)n(C)c2cc([N+](=O)[O-])c(N3CCN(CCO)CC3)cc21,1788,1351
COc1ccc(OCC(=O)N/N=C/c2ccncc2)cc1,1907,1629
COc1ccc(/C=C/C(=O)N2CCNC(=O)C2)c(OC)c1,1517,1454
COc1cc(NC(=O)C2=C(N3CCOCC3)/C(=C\c3ccc(Cl)cc3Cl)CC2)cc(OC)c1OC,1648,1470
Cc1c(Cl)cccc1N1C(=O)CC(NNC(=O)c2cccs2)C1=O (stereo not drawn),1821,1683
CC(=O)NCc1cc(-c2ccc(Cl)cc2)no1,1603,1614

# Compounds from the list above containing a thiophene ring, fused or not, in the order listed:
SMILES,SRC1 TRFRET art,SRC3 TRFRET art
COc1ccc(CCNC(=O)c2cccs2)cc1OC,2037,1598
C=C(C)C(=O)Nc1nnc(-c2cccs2)s1,1951,1791
Cc1c(Cl)cccc1N1C(=O)CC(NNC(=O)c2cccs2)C1=O (stereo not drawn),1821,1683

# (more compounds)
SMILES,SRC1 TRFRET art,SRC3 TRFRET art
COc1cccc(NC(=O)c2cc(-c3ccncc3)nc3c(C)cc(C)cc23)c1,1770,1655
COc1cc2c(cc1OC)CC(=O)N(C)CC2,2054,1598
COc1ccccc1CC(=O)Nc1ccc2nc(C)sc2c1,1826,1723
O=C(CN1C(=O)NC2NC(=O)NC21)N/N=C/c1ccc(F)cc1 (stereo not drawn),1850,1478
COc1ccc(-c2nnn(CC(=O)N(Cc3ccco3)C(C(=O)NCC3CCCO3)c3ccco3)n2)cc1 (stereo not drawn),1773,1601
CC(=O)C1=C(C)N(Cc2ccccc2)C(=O)N[C@H]1c1cccs1,1849,1709
Cn1nc([N+](=O)[O-])nc1Oc1ccccc1C(=O)N1CCOCC1,2034,1580
COc1cc([N+](=O)[O-])cc(/C=N/NC(=O)c2ccc(C)nc2)c1O,2073,1792
COC(=O)c1ccc2c(c1)C(=O)/C(=C/c1ccc(C)cc1)O2,1639,1457
Cc1ccc(C)c(-c2cc(C(=O)NN3CCOCC3)c3ccccc3n2)c1,1977,1704
CC1(c2ccc3noc(-c4cccc(F)c4)c3c2)OCCO1,2028,1566
COc1cccc(C(=O)OCCN2CCOCC2)c1,1669,1670
CCCN1CCC(NC(=S)Nc2ccc(S(N)(=O)=O)cc2)CC1,1920,1758
COc1cccc(OC)c1OCCNCCO,1709,1307
CCOC(=O)N1CCN(c2c(NCCCOC(C)C)c(=O)c2=O)CC1,1933,1716
COc1ccc(N2C(=O)C3[C@@H](C2=O)C2(Cl)C(Cl)=C(Cl)C3(Cl)C2(OC)OC)cc1 (stereo partly drawn),1880,1705
COc1ccc(CNC2CCCc3ccccc32)cc1OC (stereo not drawn),1818,1587
CCN1CCc2c(OCc3ccc(C)cc3)cccc2C1=O,1865,1684
COc1ccc(N2CCN(C(=O)CCN3C(=O)C4C5C=CC(C5)C4C3=O)CC2)cc1 (stereo not drawn),1816,1603
CCCOP(=O)(OCCC)C(NC(=O)C(C)(C)C)c1ccccc1 (stereo not drawn),1603,1461
COCCNC(=O)C(OC(=O)c1nsc(Cl)c1Cl)C(C)C (stereo not drawn),1914,1628
CC(=O)n1cc([C@@H]2C=C(C(=O)N3CCN(Cc4ccc5c(c4)OCO5)CC3)O[C@H](OCCCCO)C2)c2ccccc21,1605,1421
Cc1ccc(C(=O)N/N=C\c2cccs2)cn1,2074,1613
Cc1nnc(SCC(=O)Nc2ccccc2C(=O)NC2CC2)s1,1881,1550

# In a second layout: entries from further up.
COc1ccc(CNC2CCCc3ccccc32)cc1OC (stereo not drawn)
  SRC1 TRFRET art: 1818
  SRC3 TRFRET art: 1587

CCN1CCc2c(OCc3ccc(C)cc3)cccc2C1=O
  SRC1 TRFRET art: 1865
  SRC3 TRFRET art: 1684

# (continued)
SMILES,SRC1 TRFRET art,SRC3 TRFRET art
Cc1ccc(Cn2cnc3c(cnn3-c3ccc(F)cc3)c2=O)cc1,1889,1656
Cc1nc(N/N=C/c2ccc(O)cc2)c2cnn(-c3ccccc3)c2n1,1611,1521
CN(CCC#N)C(=O)COC(=O)/C=C/c1ccc2c(c1)OCO2,1751,1487
O=C(O)CC1(O)C(=O)N(Cc2ccccc2)c2ccccc21 (stereo not drawn),1749,1539
O=C(Oc1c(CN2CCOCC2)cc(Cl)c2cccnc12)c1ccccc1F,1619,1570
COc1cc(NC2c3ncccc3C(=O)N2Cc2ccco2)cc(OC)c1OC (stereo not drawn),1851,1612
C#CCOCCOCCOCCNc1nc(N2CCN(C(=O)[C@H](CCCCN)n3cc([C@@H](N)C(C)CC)nn3)CC2)nc(N2CCN(C(=O)[C@H](Cc3ccc(O)cc3)n3cc([C@@H](N)C(C)CC)nn3)CC2)n1 (stereo partly drawn),1717,1471
CC(C)n1c(-c2cccnc2)nc2cnccc21,1874,1668
COCCn1c(SCC(=O)c2c(N)n(C)c(=O)n(C)c2=O)nc2ccccc21,1706,1424
CCc1nnc(NC(=O)CSc2nc(-c3ccccc3)cc(-c3ccc(OC)cc3)c2C#N)s1,1643,1551
CCOC(CNC(=O)c1ccc2c(c1)ncn2-c1cccc(F)c1)OCC,2006,1496
CCN(c1ccccc1)S(=O)(=O)c1ccc(C(=O)Nc2nnc(C3CC3)o2)cc1,1914,1329
CC1C(=O)NN=C1C(=O)N/N=C/c1ccco1 (stereo not drawn),1902,1716
COCCn1c(SCC(=O)Nc2cc(C(C)(C)C)nn2-c2ccccc2)nnc1-c1ccncc1,2003,1717
Cc1nc(C)c(C(=O)Nc2ncc([N+](=O)[O-])s2)o1,2060,1875
CCOC(=O)CN1C(=O)N[C@@H](c2ccccc2)C(C(C)=O)=C1C,1778,1490
Cc1ccn2c(NC3CCCC3)c(-c3ccncc3)nc2c1,1593,1713
CC(NC(=O)C1(S(=O)(=O)c2ccc(Cl)cc2)CC1)c1ccccc1 (stereo not drawn),1935,1669
CC(=O)c1ccccc1OCCOCCOc1ccccc1C(C)=O,1894,1607
COc1ccc(/C=N/NC(=O)CN2CCSCC2)cc1C,1904,1701
COc1cccc(NC(=O)COc2nc3ccccc3nc2C)c1,1686,1520
O=c1/c(=C\c2cc([N+](=O)[O-])cc([N+](=O)[O-])c2O)sc2nc3ccccc3n12,1908,1640
COc1ccc(C=O)cc1Cn1ccnc1C,1702,1611
CCCCC(=O)NC(=S)Nc1cccc(NC(=O)c2ccccc2)c1,1298,1501
COc1ccccc1-c1nnc(NC(=O)c2ccc3c(c2)OCO3)s1,1654,1515
COCCOC(=O)C1=C(C)N=C2SCCC(=O)N2C1c1cccc(Br)c1 (stereo not drawn),1878,1751
